Screening data (PubChem BioAssay)
G9a block: inhibitors of human histone lysine methyltransferase G9a; Q96KQ7; G9a H3K9 monomethylation, AlphaScreen, 2 h; Potency, µM (highest dose often 102 µM), for inactives: at the top dose activity, negative = inhibition, actives largely listed as inhibitors; 350,000 tested, 8.8% active; AID 504332; further: potency means the concentration at half of the fitted maximal effect; on the % scale 0 is the no-effect control and ±100 the full control effect; nearly all actives have a fitted effect of over 75% in size
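G9a (20 nM) preincubated 15 min RT with compounds, then 500 nM biotinylated H3K9 peptide and 20 uM SAM added; 2 h RT reaction. Monomethyl-H3K9 product detected by AlphaScreen with anti-H3K9me1 antibody, streptavidin donor and anti-rabbit IgG acceptor beads.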
GLS inh: blocks human kidney-isoform glutaminase activity; GLS enzymatic activity, qHTS titration; 410,000 tested, 0.21% active; AID 624170; O94925; Potency, µM (doses to about 45.5 µM), for the others: at the top dose activity change, negative = inhibition, hits mostly inhibitors; further: potency means the concentration at half of the fitted maximal effect; on the % scale 0 is the no-effect control and ±100 the full control effect
Target sequence (O94925 whole entry, looked up, canonical isoform): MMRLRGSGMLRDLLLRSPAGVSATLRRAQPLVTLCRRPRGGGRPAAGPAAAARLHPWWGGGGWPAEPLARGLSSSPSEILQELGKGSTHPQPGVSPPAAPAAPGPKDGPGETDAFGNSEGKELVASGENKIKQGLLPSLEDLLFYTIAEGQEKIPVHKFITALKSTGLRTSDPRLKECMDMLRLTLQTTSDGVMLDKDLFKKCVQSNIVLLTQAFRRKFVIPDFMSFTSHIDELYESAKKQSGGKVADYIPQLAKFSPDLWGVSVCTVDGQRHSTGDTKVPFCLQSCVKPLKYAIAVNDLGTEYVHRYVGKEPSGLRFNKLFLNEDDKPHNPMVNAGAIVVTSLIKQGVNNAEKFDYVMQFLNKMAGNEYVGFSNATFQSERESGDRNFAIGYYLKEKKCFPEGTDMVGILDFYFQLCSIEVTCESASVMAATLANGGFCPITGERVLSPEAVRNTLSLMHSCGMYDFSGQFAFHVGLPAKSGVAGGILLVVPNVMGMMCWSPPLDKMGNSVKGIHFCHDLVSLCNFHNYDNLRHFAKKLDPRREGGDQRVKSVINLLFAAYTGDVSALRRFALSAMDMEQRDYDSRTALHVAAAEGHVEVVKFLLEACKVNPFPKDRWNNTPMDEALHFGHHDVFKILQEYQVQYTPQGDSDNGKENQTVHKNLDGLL
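hKGA in 45 mM KH2PO4 (pH 8.2), 0.02% Tween-20 with compound, then 1mM L-Glutamine (stock as added) plus glutamate oxidase/HRP/Amplex red coupling mix. Fluorescence read initially and after 30 min at RT; signal change reflects glutamate formation.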
Pin1 inhibitor: human Pin1 inhibition | AID 504891 | Potency, µM (series often up to 115 µM), for the others: at the highest dose activity, negative = inhibition, actives largely listed as inhibitors | Pin1 FP peptide displacement, HiFluor488, 10 min | Q13526 | 390,000 tested, 0.009% active; active means well fitted inhibition curve with a large enough effect in the polarisation, with a control signal flat, not every such curve was filed as active; inconclusive means small, poorly fitted or top-dose-only effect, or effect the other way, or a change in a side signal; inactive means no such curve, though single readings can be large or run the other way; the % refers to the polarisation; further: potency means the concentration at half of the fitted maximal effect; on the % scale 0 is the no-effect control and ±100 the full control effect
Target sequence (Q13526 whole entry, looked up): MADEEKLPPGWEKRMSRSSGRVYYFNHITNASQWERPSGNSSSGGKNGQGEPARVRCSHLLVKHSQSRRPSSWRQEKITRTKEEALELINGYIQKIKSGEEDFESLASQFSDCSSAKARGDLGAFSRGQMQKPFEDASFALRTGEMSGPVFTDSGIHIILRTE
PGK inhibitor: inhibitors of T. brucei phosphoglycerate kinase | AID 602233 | Potency, µM (top dose mostly 57.5 µM), for inactives: top-dose activity change, negative = inhibition, most hits filed as inhibitors | 380,000 tested, 0.043% active | PGK/GAPDH coupled, Kinase-Glo luminescence, 60 min | P07378; further: potency means the concentration at half of the fitted maximal effect; on the % scale 0 is the no-effect control and ±100 the full control effect; nearly all actives have a fitted effect of over 60% in size
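Luminescent ATP detection (Kinase-Glo Plus) follows a 60-minute room-temperature incubation, with wells lacking PGK as controls. Buffer: 100 mM TEA (pH 7.6), 5 mM MgCl2, 0.01% Tween-20. Coupling enzyme GAPDH (100 nM final) supplies unstable 1,3-BPG in-well.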
PI4K2A inh: inhibitors of human PI4K2A. purified PI4K2A, ADP-Glo luminescence, 1 h; hits give low values. activity change, negative = inhibition, % at 76.9 µM. 420,000 tested, 0.13% active. AID 1346378; in the data active means activity change below about -50%; inconclusive means mostly about -30% to -49%;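 further: -100% = wells without enzyme as full effect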
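Compounds are screened against recombinant PI4K2A using PI as substrate and ATP, the latter dispensed at 300 microM. Reactions run one hour at ambient temperature before ADP-Glo detection; full inhibition defined by wells lacking enzyme.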
JMJD2A Tudor inh: blocks the human JMJD2A Tudor domain; O75164; AlphaScreen JMJD2A-Tudor / H3K4me3 peptide binding; Potency, µM (top dose mostly 114 µM), without a hit: top-dose activity change, negative = inhibition, usual class: inhibitors; 390,000 tested, 4.4% active; AID 504339; further: potency means the concentration at half of the fitted maximal effect; on the % scale 0 is the no-effect control and ±100 the full control effect; nearly all actives have a fitted effect of over 50% in size
BAZ2B block: inhibitors of human BAZ2B bromodomain | Q9UIF8 | AlphaScreen BAZ2B-H3K14Ac peptide displacement | Potency, µM (highest dose often 114 µM), inactives show top-dose activity change, negative = inhibition, most hits filed as inhibitors | 360,000 tested, 4.4% active | AID 504333; further: potency means the concentration at half of the fitted maximal effect; on the % scale 0 is the no-effect control and ±100 the full control effect; nearly all actives have a fitted effect of over 60% in size
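Protein-peptide AlphaScreen: BAZ2B 50 nM, b-H3K14Ac 50 nM, 1x PBS pH 7.4 + 0.01% Tween-20. Preincubation 30 min RT; cpd 30 min RT (top 110 uM); beads 20 min RT, light-protected.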
HP1b binding inh: inhibitors of HP1-beta chromodomain binding to methylated histone tails; P83916; 390,000 tested, 0.56% active; AlphaScreen HP1-beta / biotin-H3K9me3 peptide binding; Potency, µM (titrated, usually from 114 µM), without a hit: at the top dose activity change, negative = inhibition, actives largely listed as inhibitors; further: potency means the concentration at half of the fitted maximal effect; nearly all actives have a fitted effect of over 70% in size; inactives centre near 23
Target sequence (P83916 whole entry, looked up): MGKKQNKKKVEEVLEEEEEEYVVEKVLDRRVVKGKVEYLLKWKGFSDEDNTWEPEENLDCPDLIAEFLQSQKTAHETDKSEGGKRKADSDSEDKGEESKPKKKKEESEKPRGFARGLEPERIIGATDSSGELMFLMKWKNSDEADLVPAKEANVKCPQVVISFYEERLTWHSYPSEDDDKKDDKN
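HP1-beta protein (50 nM final) preincubated 30 min at room temperature with biotinylated H3(1-18)K9me3 peptide (50 nM) in PBS pH 7.4, 0.01% Tween-20, then compound added for 30 min. AlphaScreen streptavidin donor/nickel chelate acceptor beads (10 ug/mL final), 30 min dark, luminescence read.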
ERG-DNA inh: inhibitors of human ERG Ets domain-DNA interaction. P11308. fluorescence polarization, His-ERG Ets domain / labelled DNA. Potency, µM (series often up to 76.9 µM), for the others: top-dose FP activity, negative = inhibition, most hits filed as inhibitors. 370,000 tested, 0.028% active; active means well fitted inhibition curve with a large enough effect in the polarisation, with a control signal flat; inconclusive means small, poorly fitted or top-dose-only effect, or effect the other way, or a change in a side signal; inactive means no such curve, though single readings can be large or run the other way; the % refers to the polarisation;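 further: polarization taken with two DNA probes labelled with fluorescein and Texas red; potency means the concentration at half of the fitted maximal effect; % of control where 0% means no effect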
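His-tagged ERG Ets domain (1 uM in the protein solution; 300mM KCl, 50mM Tris-HCl, 1mM EDTA, 1mM DTT, pH 7.5) received compound, then a probe mix of 5 nM fluorescein-DNA and 100nM Texas-615-DNA. Fluorescence polarization was read for both dyes.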
The depositor's hits bear a star; i = inactive; ? = inconclusive; · = not tested or not shown; [ ] = remark or other dose. Unless noted, the call rests on the fitted dose curve; in most records, active means well fitted curve in the direction sought with a large enough effect; inconclusive means small, poorly fitted or top-dose-only effect, or another doubt; inactive means no such curve, though single readings can be large; an effect the other way counts as inactive or inconclusive.

G9a block,GLS inh,Pin1 inhibitor,PGK inhibitor,PI4K2A inh,JMJD2A Tudor inh,BAZ2B block,HP1b binding inh,ERG-DNA inh,Compound
0.3%[12.7 µM],-0.8%,-4.5%,-5.3%,4.6,-9.1%,8.1%,36.4%,5.8%,COc1ccccc1N1CCN(C(=O)c2ccc3c(=O)n4c(nc3c2)CCCCC4)CC1
7.3%,0.2%,-5.7%,5.2%,-17.2,-6.1%,-19.7%,26.6%,-2.0%,CC1(C)Cc2ccccc2C(=NC(Cc2ccccc2)C(=O)O)N1 (stereo unspecified)
2.8%,14.6%,2.6%,-5.3%,0.2,-12.7%,-13.0%,-0.6%,-5.6%,O=C(CN1CCOCC1)Nc1ccc(N2CCN(c3ccccc3)CC2)c(F)c1
-4.8%,-3.4%,-6.7%,-5.4%,-4.4,-8.5%,1.3%,11.5%,0.8%,O=C(Nc1cccc2ccccc12)NC(Cc1ccccc1)C(=O)O (stereo unspecified)
-1.4%,1.7%,-5.5%,-11.5%,3.6,0.6%,-5.3%,20.2%,6.0%,CCS(=O)(=O)N1CCC(c2nc(-c3ccc(C)cc3)no2)CC1
11.2µM*,-0.4%,-0.4%,-5.8%,7.1,?,6.31µM*,?,-4.8%,COc1ccc(N=C2C(=O)Nc3ccc(C)c(Br)c32)cc1
?,-3.7%,43.7%[activator],-1.4%,1.3,-33.8%,-34.1%,-15.8%,2.1%,COc1cccc(NC(=O)CN(C)C(=O)c2oc3c(ccc4ccccc43)c2C)c1
5.01µM*,-7.6%,-0.8%,-2.0%,-1.7,44.7µM*,-19.1%,-10.2%,-10.5%,CCC(C)N=C1Sc2nc3ccc(C)cc3cc2CN1CCOC (stereo unspecified)
-12.3%,10.3%,?,1.6%,-1.7,-33.5%,-37.2%,-12.9%,1.3%,Cc1cc(C(=O)OCC(=O)Nc2cc(S(=O)(=O)N3CCOCC3)ccc2Cl)c(C)o1
14.1µM*,-9.4%,-11.4%,-5.4%,1.8,-19.5%,1.5%,32.0%[activator],-5.1%,COC(=O)C1=C(C)N(Cc2cccnc2)C(=O)C1
17.4%[59 µM],-2.3%,6.3%,-0.8%,-0.9,2.3%,-21.9%,36.8%,0.4%,Cc1nc(N)c(C#N)c(-c2ccc3c(c2)OCO3)c1C
·,10.6%,1.8%,-1.2%,-5.5,-33.1%,-12.6%,-14.1%,25.1%,N#CC(C#N)=C1C(=O)N(CCN2CCCCC2)c2ccccc21
-23.6%[59 µM],-0.1%,-6.2%,i,3.0,-9.2%,1.0%,16.0%,-3.4%,Cc1ccc(C)c(NC(=O)Cn2c(=O)n(CC(=O)NCCc3ccccc3)c(=O)c3ccccc32)c1
6.4%,-5.6%,28.2%,·,1.1,4.7%,-17.3%,46.5%[activator],·,O=C(CSc1ncnc2c(-c3ccc(Cl)cc3)nsc12)c1ccccc1
·,-10.1%,-5.9%,i,-3.2,-11.0%,·,9.3%,13.4%,COc1ccc(OC)c(-c2nn(-c3ccccc3)cc2C(=O)NCC2CCCO2)c1 (stereo unspecified)
73.1%[activator][59 µM],-1.5%,-0.3%,-6.4%,-0.3,-11.6%,22.6%,12.6%,-3.6%,COc1ccc(CCNC(=O)CCn2c(SCC(=O)N3CCCC3)nc3ccccc3c2=O)cc1OC
-3.3%,-2.1%,5.4%,-3.7%,3.5,-4.2%,-17.9%,13.3%,-6.8%,COCC1CCCN(Cc2cn(-c3ccccc3F)nc2-c2cc(C)sc2C)C1 (stereo unspecified)
?,-1.0%,?,-4.8%,-1.8,-35.7%,?,-33.4%,-0.5%,Brc1ccc2c(c1)C(c1ccc(N3CCOCC3)cc1)=NNC(c1cccs1)=N2
0.3%[12.7 µM],18.4%,-0.8%,-10.5%,-3.2,-23.2%,2.9%,21.0%,4.1%,NC1=NC[C@H](Cc2ccc(O)cc2)N1CC1CCCCC1
60.5%[activator][59 µM],-4.8%,0.4%,-9.7%,-1.9,-19.5%,-1.5%,23.1%,-10.6%,COc1ccc(-c2nc(CSCC(=O)N3CCc4ccccc43)c(C)o2)cc1OC

Single records (already shown). Order of screens: G9a block | GLS inh | Pin1 inhibitor | PGK inhibitor | PI4K2A inh | JMJD2A Tudor inh | BAZ2B block | HP1b binding inh | ERG-DNA inh
`COc1ccc(CCNC(=O)CCn2c(SCC(=O)N3CCCC3)nc3ccccc3c2=O)cc1OC` as listed: 73.1%[activator][59 µM] | -1.5% | -0.3% | -6.4% | -0.3 | -11.6% | 22.6% | 12.6% | -3.6%
`O=C(CSc1ncnc2c(-c3ccc(Cl)cc3)nsc12)c1ccccc1` as listed: 6.4% | -5.6% | 28.2% | · | 1.1 | 4.7% | -17.3% | 46.5%[activator] | ·
`COc1ccc(-c2nc(CSCC(=O)N3CCc4ccccc43)c(C)o2)cc1OC` as listed: 60.5%[activator][59 µM] | -4.8% | 0.4% | -9.7% | -1.9 | -19.5% | -1.5% | 23.1% | -10.6%
`CCC(C)N=C1Sc2nc3ccc(C)cc3cc2CN1CCOC` (stereo unspecified) as listed: 5.01µM* | -7.6% | -0.8% | -2.0% | -1.7 | 44.7µM* | -19.1% | -10.2% | -10.5%

(continued)
G9a block,GLS inh,Pin1 inhibitor,PGK inhibitor,PI4K2A inh,JMJD2A Tudor inh,BAZ2B block,HP1b binding inh,ERG-DNA inh,Compound
-3.1%[0.501 µM],1.2%,-0.3%,-8.2%,-4.1,-26.2%,-10.8%,1.8%,-12.7%,Oc1ccc(/C=N/N2CCN(Cc3ccccc3)CC2)cc1
-6.4%,-5.6%,2.5%,-3.6%,1.9,-14.6%,-22.1%,7.3%,-3.0%,CC(=O)c1ccc(N2CCN(C(=O)c3cc(-c4ccncc4)nc4ccc(Br)cc34)CC2)cc1
1.2%[59 µM],2.7%,-4.2%,2.6%,4.9,-2.3%,2.5%,23.6%,-2.6%,Cc1ccc(C)c(NC(=O)COC(=O)CCCN=C2NS(=O)(=O)c3ccccc32)c1
12.0%[59 µM],-14.3%,-1.1%,-7.4%,0.2,-6.2%,-6.2%,0.6%,-0.5%,COc1ccc(CNC(=O)C(C)N=C2NS(=O)(=O)c3ccccc32)cc1OC (stereo unspecified)
-12.0%,0.3%,-11.0%,·,-4.6,-16.1%,-15.3%,27.0%,-2.9%,Cc1ccc(NS(=O)(=O)c2cccc3cccnc23)cc1Cl
129.0%[activator],-17.1%,-6.4%,-11.4%,-1.9,54.5%[activator],28.6%,106.7%[activator],12.5%,Cc1ccc(OS(=O)(=O)c2c(C)nn(C)c2Cl)c(C)c1
?,10.0%,1.7%,·,-4.3,-9.8%,4.6%,9.5%,10.6%,Cc1ccc(C(C)C)c(OCCN)c1
56.2µM*,?,1.8%,-2.2%,8.9,5.9%[57.1 µM],2.5%,36.7%,-14.4%,COc1cc(OC)cc(C(=O)NNC(=S)NC2CC2)c1
-2.0%[59 µM],14.5%,0.2%,-7.4%,1.9,3.9%[57.1 µM],-11.0%,10.4%,3.7%,CCN(CC)CCNc1nc2cc(OC)c(OC)cc2c2nc(-c3ccccc3)nn12
-7.8%[12.7 µM],14.1%,-6.4%,-8.6%,-1.4,-0.7%,-12.9%,24.3%,-3.6%,CN1CCN(c2ccc(CNS(=O)(=O)c3ccc(F)cc3Cl)cc2)CC1
21.4%[12.7 µM],-1.9%,3.8%,-6.4%,-1.9,-23.9%,9.2%[57.1 µM],34.5%,-6.9%,O=C(Cn1cc(/C=N/NC(=O)c2cccc(C(F)(F)F)c2)c2ccccc21)Nc1ccc(F)cc1
16.4%[2.33 µM],-2.0%,-5.7%,i,4.9,-14.0%,2.3%,26.6%,-2.4%,N#CC(NC(=O)OCc1ccccc1)c1ccccc1 (stereo unspecified)
-38.0%,8.5%,0.0%,-1.0%,-14.4,-7.9%,2.2%,12.8%,7.6%,Cc1ccc(NC(=O)CN(C)C(=O)c2ccccc2Sc2ccccc2C#N)cc1
?,0.6%,2.6%,-4.7%,-2.7,-32.1%,?,16.7%,0.4%,O=[N+]([O-])c1cc(-c2nc(-c3ccccc3)no2)ccc1NCc1ccco1
-9.5%,-17.2%,-1.6%,0.2%,3.0,-10.4%,-6.5%,8.8%,-0.5%,CCOC(=O)c1ccc(NC(=O)CCNS(=O)(=O)c2ccc3c(c2)oc(=O)n3C)cc1
17.8µM*,2.2%,6.7%,i,-4.6,50.1µM*,?,?,-0.3%,Cc1cccc(C)c1Nc1c(-c2ccccc2F)nc2cccc(C)n12
·,2.0%,-7.0%,-2.7%,-0.6,-17.4%,·,21.6%,-8.3%,NC(=O)C12C(=O)NC(=O)C1(C(=O)O)C21CCCC1 (stereo unspecified)
-8.1%,0.5%,-0.9%,-6.6%,-1.8,-10.0%,10.9%,42.1%[activator],-5.6%,ClCC1CN(Cc2ccccc2Cl)CCO1 (stereo unspecified)
18.0%[59 µM],1.6%,1.2%,4.0%,-9.4,-8.8%,1.1%,26.3%,1.8%,CCOc1cc2[nH]c(=O)n(CCc3ccc(OC)c(OC)c3)c(=O)c2cc1OCC
